High-throughput results as filed in PubChem BioAssay.
HIV peptide binding – inhibitors of HIV fusion peptide binding, primary screen, biochemical, uHTS, fluorescence dequenching (AID 1986); cell-free peptide binding, fluorescence dequenching, 30 min; higher % means a stronger effect; inhibition, % at 20 µM, or IC50 in µM where a hit was titrated; 290,000 compounds, 0.3% hits; in the data active = inhibition mostly above about 52%, no sharp cut-off; inactive = mostly below about 76%; also: some results filed as inactive read as strong as hits
GPR55 antagonists – GPR55 antagonists blocking LPI-driven arrestin recruitment, primary screen, imaging, U2OS, beta-arrestin-GFP, LPI agonist (AID 2013) | 290,000 compounds, 0.13% hits | U2OS GPR55 beta-arrestin-GFP translocation imaging, LPI antagonism; higher % means a stronger effect | inhibition, % at 10 µM, or IC50 in µM where a hit was titrated;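 active = spots per cell inhibited over 60%, with over 100 cells counted and total cytoplasm intensity under 500,000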;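 also: U2OS cells stably carrying GPR55 and arrestin-GFP stimulated by 5 µM LPI near EC80; imaged beta-arrestin-GFP aggregate spots per cell after agonist stimulation; plate controls were LPI-stimulated DMSO wells for no effect and DMSO wells without LPI for full effect; some results filed as inactive read as strong as hits; confirmed hits need IC50 under 10 µM and bright autofluorescent wells are also inconclusive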
KOR beta-arrestin-1 – KOR agonists, beta-arrestin recruitment, primary screen, cell-based, luminescence, uHTS (AID 1777). 280,000 compounds, 0.02% hits. KOR beta-arrestin recruitment, luminescence; higher % means a stronger effect. activation, % at 10 µM, or EC50 in µM where a hit was titrated; in the data active = activation above about 50%, passing the limit was not always enough; also: a part of the inactive calls stands beside numbers as strong as those of hits
GPR55 activation – GPR55 agonists via beta-arrestin recruitment, primary screen, imaging, U2OS cells, beta-arrestin-GFP redistribution (AID 1961); U2OS GPR55 beta-arrestin-GFP redistribution imaging; higher % means a stronger effect; one-dose activation, % at 10 µM; EC50 in µM for titrated hits; 290,000 compounds, 0.048% hits;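 active = activation above 40% with more than 50 cells counted in the well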;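 also: U2OS osteosarcoma cells stably expressing GPR55 and beta-arrestin-GFP; plate controls were DMSO negative control for no effect and LPI positive control for full effect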
Dengue-2 NS5 capping – flavivirus cap methylation enzyme inhibition – biochemical, confirmation dose response, primary screen (AID 588689); 340,000 compounds, 0.3% hits; one-dose inhibition, % at 25 µM; IC50 in µM for titrated hits; Dengue-2 NS5 methyltransferase capping enzyme assay, biochemical; higher % means a stronger effect; in the data active = a potency from the dose series
West Nile antiviral – inhibition of WNV-induced cytopathic effect – cell-based, CPE readout (AID 1621) | West Nile virus-infected cells, CPE inhibition; higher % means a stronger effect | CPE inhibition, % at 10 µM, or IC50 in µM where a hit was titrated | 290,000 compounds, 0.02% hits; in the data active = a potency from the dose series; also: strong numbers were not always called active
GPR35 arrestin U2OS – inhibition of zaprinast-stimulated GPR35 beta-arrestin translocation – imaging, U2OS, beta-arrestin-GFP, zaprinast agonist, primary screen (AID 2058) | U2OS GPR35 beta-arrestin-GFP translocation imaging, zaprinast antagonism; higher % means a stronger effect | inhibition, % at 10 µM; hits with a dose series show IC50 in µM | 290,000 compounds, 0.052% hits;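 active = inhibition of at least 50% with at least 30 cells and total cytoplasm GFP at most 10,000,000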
NOD1 NF-kB reporter – inhibition of NOD1-driven NF-kB reporter – cell-based, luminescence, uHTS, primary screen (AID 1578). NOD1-driven NF-kB luciferase reporter cells, luminescence; higher % means a stronger effect. one-dose inhibition, % at 4 µM; EC50 in µM for titrated hits. 290,000 compounds, 1% hits; in the data active = inhibition mostly above about 36%, no sharp cut-off; inactive = mostly below about 34%;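 also: HEK-293T reporter cells stimulated with the NOD1 agonist gamma-tri-DAP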
KOR beta-arrestin-2 – kappa opioid receptor blockers – cell-based, luminescence, uHTS (AID 1778) | KOR beta-arrestin recruitment, luminescence, antagonist mode; higher % means a stronger effect | inhibition, % at 10 µM; hits with a dose series show IC50 in µM | 290,000 compounds, 0.091% hits; in the data active = inhibition above about 50%; also: strong numbers were not always called active
* = called active by the depositor; · = no result given; [ ] = dose if it differs, or a comment. Only part of the results is shown (hit frequency here may not be typical).

Start of the listing, in advance, 2 compounds:
SMILES	HIV peptide binding	GPR55 antagonists	KOR beta-arrestin-1	GPR55 activation	Dengue-2 NS5 capping	West Nile antiviral	GPR35 arrestin U2OS	NOD1 NF-kB reporter	KOR beta-arrestin-2
O=C(Nc1ccc(C(=O)N2CCOCC2)cc1)c1cccc(Br)c1	-1.1%	-10%	-2.4%	-0.2%	-8%	-0.1%	-17%	-21%	7%
COc1cc(C)c(CNC2CCCCC2)cc1C	3.1%	-2%	-4.8%	-0.1%	-2%	-0.9%	2%	-10%	-23%

This part in full, repeating the preview:
SMILES	HIV peptide binding	GPR55 antagonists	KOR beta-arrestin-1	GPR55 activation	Dengue-2 NS5 capping	West Nile antiviral	GPR35 arrestin U2OS	NOD1 NF-kB reporter	KOR beta-arrestin-2
O=C(Nc1ccc(C(=O)N2CCOCC2)cc1)c1cccc(Br)c1	-1.1%	-10%	-2.4%	-0.2%	-8%	-0.1%	-17%	-21%	7%
COc1cc(C)c(CNC2CCCCC2)cc1C	3.1%	-2%	-4.8%	-0.1%	-2%	-0.9%	2%	-10%	-23%
CCc1ccc(NC(=O)NCCN2CCN(c3ccc(OC)cc3)CC2)cc1	2.2%	4%	-4.2%	0.0%	-7%	0.6%	9%	5%	-13%
CCc1ccc(C(=O)COC(=O)CNC(=O)c2ccco2)cc1	-0.6%	0%	-0.3%	1.0%	-3%	0.3%	-6%	8%	19%
COc1cccc(OC)c1C(=O)OCC(=O)Nc1ccc(OC(F)(F)F)cc1	-1.3%	-23%	1.2%	0.0%	-3%	0.0%	16%	12%	-41%
c1ccc(C2[C@H]3CN(CC4CCCCC4)[C@H](c4ccccc4)C34CC2(c2ccccc2)C4)cc1 (stereo partly specified)	0.6%	8%	-2.8%	-0.1%	-13%	-0.7%	-19%	-8%	24%
CCN1CCN(C(=O)C2CCC(CNS(=O)(=O)c3ccc(NC(C)=O)cc3)CC2)CC1 (stereo unspecified)	-0.2%	2%	2.9%	-0.1%	-13%	-0.3%	-11%	-9%	0%
C=CCn1c(=O)c2ccccc2n2c(SCc3nnc(-c4ccccc4Br)o3)nnc12	0.9%	-11%	-9.8%	-0.3%	0%	-0.7%	9%	-20%	-54%
C#CCNC(=O)/C=C/c1ccc(C)cc1	1.6%	4%	-1.1%	-0.1%	-7%	-0.5%	5%	-43%	20%
COCCn1c(SCC(=O)Nc2cccc(C)c2)nnc1C(C)C	-0.9%	0%	-2.1%	-1.0%	-6%	-0.4%	0%	10%	2%
Cc1ccc(OCCCCCN2CCOCC2)cc1	0.2%	-12%	-4.2%	0.5%	0%	-1.8%	7%	-10%	-36%[20 µM]
Cc1cccc(NC(=S)NC23CN4CN(CN(C4)C2)C3)c1	-0.5%	3%	0.0%	-0.2%	·	0.0%	6%	-28%	-13%
COC(=O)c1ccc(C(=O)OC)c(NC(=O)CN2CCN(c3ccc(OC)cc3)CC2)c1	-2.7%	4%	-5.1%	-0.2%	-1%	-0.5%	-12%	-8%	-57%
Cc1nn(-c2ccccc2Cl)c(Cl)c1/C=N/Nc1cccc(C(=O)O)c1	28%	0%	-4.1%	-0.1%	10%	0.8%	-10%	20%	3%
Clc1nc(-c2cccnc2)nc2scc(-c3ccccc3)c12	1.9%	15%	3.3%	-0.2%	-18%	0.1%	1%	-5%	33%
CCc1nc(CN(C)C(=O)C2CCC(=O)N(Cc3cccc(F)c3)C2)no1 (stereo unspecified)	-2.1%	12%	-3.8%	-0.2%	-11%	0.2%	-5%	30%	-7%
COc1ccc(S(=O)(=O)N(C)C)cc1NC(=O)CSc1nncs1	1.1%	6%	0.4%	-0.3%	-2%	0.1%	0%	-41%	-16%
O=C(O)CSCC(=O)Nc1ccccn1	1.6%	13%	4.4%	-0.1%	6%	1.5%	1%	-12%	7%
CCCCn1c(N)c(N(CCOC)C(=O)c2ccc(-c3ccc([N+](=O)[O-])cc3)o2)c(=O)[nH]c1=O	-0.3%	12%	4.2%	-0.2%	3%	0.5%	-4%	-34%	-21%
CC(C)Nc1ccc(C(CC(N)=O)NC(=O)Cc2ccc(Cl)cc2)cc1[N+](=O)[O-] (stereo unspecified)	-2.8%	12%	-3.3%	0.6%	-6%	-0.1%	-16%	0%	27%
CCOC(=O)Cn1c(=N)n(CCOc2ccc3ccccc3c2)c2ccccc21	-0.8%	14%	1.0%	0.3%	-5%	0.7%	4%	-22%	-11%
Cc1cc(=O)[nH]c(SCC(=O)c2ccc(F)c(C)c2)n1	-0.2%	9%	4.7%	-0.1%	-2%	-1.5%	2%	-3%	-33%[20 µM]
COCCn1c(C(F)(F)F)ccc(NC(=O)c2ccccc2)c1=O	0.2%	6%	-2.1%	-0.1%	0%	-0.8%	9%	-20%	6%
O=C(NCc1ccc2c(c1)OCO2)c1cc2ccccc2o1	-2.3%	9%	-2.3%	0.0%	-6%	-0.3%	1%	-30%	-16%
CC(=O)c1cccc(NC(=O)c2ccc3c(c2)CCCC3)c1	0.3%	-10%	-0.4%	-0.1%	3%	0.2%	-18%	-18%	-11%
Cc1c(C)n(C)c2ccc(C(=O)N3CCN(c4ccccc4)CC3)cc12	-2.0%	-8%	-1.2%	0.3%	0%	0.2%	18%	-18%	-16%
O=C(NC(=S)Nc1nc2c(s1)CCCC2)c1ccc(C(=O)c2ccccc2)cc1	-1.2%	-8%	-5.5%	0.3%	-7%	-0.7%	-5%	39%	-41%
O=S(=O)([O-])CCC[n+]1c(SCCCS(=O)(=O)O)sc2ccc(Cl)cc21	8.4%	14%	3.5%	-0.6%	>100µM*	-0.1%	0%	-28%	9%
O=C(C[n+]1cccc(C(=O)Nc2ccccc2)c1)c1ccc([N+](=O)[O-])cc1	-3.1%	-7%	7.6%	-0.1%	-4%	-0.6%	0%	36%	-53%
O=C(Nc1cccnc1)C1COc2ccccc2O1 (stereo unspecified)	0.7%	11%	4.2%	-0.1%	1%	0.2%	1%	20%	6%
COc1ccc(-c2ccc(SCC(=O)c3cccs3)nn2)cc1OC	7.3%	-8%	-4.5%	-0.1%	-4%	-0.5%	-16%	-46%	-19%
CCN(CC)CCOC(=O)C12CC3CC(CC(C3)C1)C2	-1.2%	14%	-1.9%	-0.2%	-12%	0.2%	5%	15%	17%
CCOc1ccccc1N(CC(=O)Nc1ccccc1F)S(=O)(=O)c1ccccc1	1.5%	4%	-2.0%	-0.1%	0%	-1.5%	16%	-5%	17%
O=C(c1ccc(CNS(=O)(=O)c2ccc(Br)cc2)cc1)N1CCCC1	0.0%	1%	7.9%	0.6%	-5%	-0.2%	-12%	-34%	-21%
O=C(O)CCN1C(=O)c2ccc(NC(=O)C(c3ccccc3)c3ccccc3)cc2C1=O	1.6%	1%	8.3%	-0.1%	-16%	0.5%	-10%	-12%	11%
c1ccc2cc(OCCOCCOc3ccc4ccccc4c3)ccc2c1	0.8%	-2%	1.7%	-0.1%	-17%	-0.1%	10%	-5%	-4%
COCCn1c(SCC(=O)Nc2ncc(C)s2)nc2sc3c(c2c1=O)CCC3	-0.6%	11%	-3.2%	-0.1%	·	1.1%	2%	-13%	16%
COc1ccc2cc3cc(C(=O)NC4CC4)sc3nc2c1	-0.7%	2%	5.0%	-0.2%	-3%	-0.1%	1%	-31%	-26%
COc1ccc(/C=C(/NC(=O)c2ccc([N+](=O)[O-])cc2)C(=O)NC(C)(C)C)cc1	1.5%	3%	-2.9%	0.1%	-2%	0.1%	0%	-43%	-5%
CCOc1ccc(-c2nc(=S)[nH][nH]2)cc1	-1.8%	2%	-0.2%	-0.4%	-10%	-0.2%	-2%	-58%	-29%
COc1ccc(NC(=O)CSCC(=O)NC2(C)CCS(=O)(=O)C2)cc1 (stereo unspecified)	-0.7%	6%	-1.5%	-0.1%	4%	-0.5%	4%	-30%	18%
C=CCOC(=O)/C(=C/c1ccco1)NC(=O)/C=C/c1ccccc1	-1.2%	12%	2.3%	0.5%	0%	0.1%	12%	8%	-13%
COc1cc2c(cc1NC(=O)Cc1ccc(C)cc1)oc1ccccc12	-3.4%	-5%	1.7%	0.1%	-12%	0.2%	-10%	-28%	12%
Cn1c(-c2cnn(-c3ccccc3)c2N)n[nH]c1=S	-0.7%	7%	-1.9%	0.1%	-6%	0.4%	-6%	-13%	7%
CC1CCc2c(nc3ncnn3c2NCCN(C)C)C1 (stereo unspecified)	-1.3%	11%	0.4%	0.2%	0%	0.3%	9%	-6%	6%
COC(=O)C1=C(C)N(CCc2c[nH]c3ccccc23)C(=O)C1	-0.3%	12%	-0.8%	0.2%	-5%	0.1%	16%	-5%	15%[20 µM]
Cc1ccc(C(=O)Nc2c(-c3cccs3)c(=O)c3ccccc3n2C)cc1	1.7%	-9%	3.8%	-0.1%	-7%	0.1%	14%	-6%	-1%
COc1ccc(CNC(=O)Cn2nc([N+](=O)[O-])c(Br)c2C)cc1OC	-0.1%	4%	-7.3%	-0.1%	-4%	-0.1%	4%	-4%	13%
COCc1[nH]nc2c1C(c1ccsc1)C(C#N)=C(N)O2 (stereo unspecified)	-1.6%	2%	6.3%	-1.0%	-7%	0.1%	4%	8%	-4%
COc1cc(OC)cc(C(=O)O/N=C(\N)c2cccc(C)c2)c1	-0.5%	4%	5.3%	-0.1%	1%	0.7%	2%	1%	-10%
CC1c2c([nH]c3ccccc23)CCC1C(=O)O (stereo unspecified)	2.9%	10%	-2.4%	0.9%	-5%	0.8%	-3%	-32%	·
Cn1nnnc1SCC(=O)NC(C)(C)C	2.8%	13%	5.8%	0.2%	-9%	0.6%	18%	4%	5%
Cc1ccc(CCNC(=O)CCSCc2ccc(Cl)cc2)cc1	-1.7%	-5%	-3.0%	-0.2%	-2%	-0.2%	-2%	-31%	7%
CCCCCN1C/C=C\C(c2ccc(OC)cc2)N(Cc2ccc(F)cc2)C(=O)C1 (stereo unspecified)	0.8%	10%	3.3%	0.6%	-2%	-0.7%	-10%	-1%	23%
CS(=O)(=O)N(Cc1ccccc1)c1ccc(C(=O)NN=C2CCCCCC2)cc1	-1.5%	0%	3.6%	0.1%	-3%	0.0%	-6%	-26%	-4%
Cc1c2cn[nH]c(=O)c2c(C)n1Cc1ccc(F)cc1	-1.9%	-1%	-3.7%	-0.3%	3%	-0.1%	20%	9%	-50%

Part of the list above in a different format:
molecule,HIV peptide binding,GPR55 antagonists,KOR beta-arrestin-1,GPR55 activation,Dengue-2 NS5 capping,West Nile antiviral,GPR35 arrestin U2OS,NOD1 NF-kB reporter,KOR beta-arrestin-2
COc1cc(OC)cc(C(=O)O/N=C(\N)c2cccc(C)c2)c1,-0.5%,4%,5.3%,-0.1%,1%,0.7%,2%,1%,-10%
CC1c2c([nH]c3ccccc23)CCC1C(=O)O (stereo unspecified),2.9%,10%,-2.4%,0.9%,-5%,0.8%,-3%,-32%,·
